GRP78 ERSR act – induces the endoplasmic reticulum stress response in human glioma cells; U87-MG GRP78 promoter luciferase reporter, 16 h; Potency, µM, inactives show top-dose activation, actives largely listed as activators; hit rate 0.02% among 420,000; further: potency means the concentration at half of the fitted maximal effect; series mostly up to about 76 µM; % of control where 0% means no effect; nearly all actives have a fitted effect of over 35% in size
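ERSR induction read as luciferase luminescence (Bright-Glo, 10 min at room temperature) in stably transfected human U87-MG glioma cells exposed to compounds for 16 h, using GRP78 as sensor.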
LDHA inh – blocks human lactate dehydrogenase A | purified LDHA, NADH/diaphorase-resazurin fluorescence; stronger effect = lower value | hit rate 0.15% among 480,000 | P00338 | activity change, % (values are at about 110 or 230 µM); in the data active means activity change below about -30%; inconclusive means mostly about -25% to -30%;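 further: plate controls were DMSO wells for no effect and wells without enzyme for full effect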
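Enzyme activity of human lactate dehydrogenase 5 (2 nM; 0.06 mM NADH, 0.2 mM pyruvate, 5 min, RT) is measured via a resazurin/diaphorase fluorescence readout of residual NADH.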
Vif-APOBEC3G blk – inhibitors of Vif-APOBEC3G interaction; HeLa A3G-eYFP + Vif (tagged APOBEC3G with the HIV-1 protein that degrades it), YFP fluorescence, overnight; hit rate 0.076% among 410,000; Q9HC16; Potency, µM (titrated, usually from 46.1 µM), inactives show at the top dose activity, negative = active, most hits filed as inhibitors;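 further: potency means the concentration at half of the fitted maximal effect; on the % scale 0 is the no-effect control and ±100 the full control effect; nearly all actives have a fitted effect of over 60% in size; hits raise eYFP signal because A3G escapes Vif-driven loss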
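HeLa cells stably expressing Vif and C-terminally eYFP-tagged A3G, seeded overnight at 37 deg C, then exposed to compound by pintool overnight at 37 deg C. Rise in yellow fluorescence (Ex 488/Em 500-530, Acumen) marks blocked Vif-driven A3G degradation.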
RXFP1 agonist – activates the human relaxin receptor RXFP1; HEK293T-RXFP1 cAMP TR-FRET, 30 min; response scale: percent of porcine relaxin response, buffer zero; Potency, µM (top dose mostly 57.5 µM), for the others: at the top dose activation, hits mostly activators; hit rate 0.3% among 370,000; further: potency means the concentration at half of the fitted maximal effect; on the % scale 0 is the no-effect control and ±100 the full control effect; nearly all actives have a fitted effect of over 60% in size; many of its hits are not listed in these tables
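Agonist response is measured as cAMP accumulation in an RXFP1-transfected HEK293T line under PDE4 inhibition. Values are scaled between buffer-only and 29 nM porcine relaxin, and EC50s come from standard Hill equation fits.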
PI4K2A block – inhibitors of human PI4K2A; Q9BTU6; purified PI4K2A, ADP-Glo luminescence, 1 h; stronger effect = lower value; activity change, negative = inhibition, % at 76.9 µM; hit rate 0.13% among 420,000; AID 1346378; in the data active means activity change below about -50%; inconclusive means mostly about -30% to -49%;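 further: -100% = wells without enzyme as full effect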
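ADP-Glo luminescence measured ADP generated by PI4K2A enzyme (4 ug/mL before mixing) with 1.2 mM PI substrate (pre-mix) and 300 microM ATP (pre-mix). Tris pH7.5 buffer with MgCl2, Triton X-100; 1 h reaction at ambient temperature.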
Vif-APOBEC3F blk – inhibitors of Vif-A3F interaction; HeLa A3F-eYFP + Vif (tagged APOBEC3F with the HIV-1 protein that degrades it), YFP fluorescence increase; hit rate 0.2% among 390,000; Potency, µM (titrated, usually from 46.1 µM), inactives show at the top dose activity, negative = active; further: potency means the concentration at half of the fitted maximal effect; % of control where 0% means no effect; nearly all actives have a fitted effect of over 65% in size
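Fluorescence increase (Ex 488/Em 500-530) after overnight compound treatment at 37 deg C flags inhibition of Vif-driven A3F-eYFP loss in stable HeLa A3F-eYFP/Vif cells seeded overnight beforehand.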
mIDH1 inhibitor – blocks human mutant IDH1 R132H enzyme; O75874; IDH1-R132H enzyme, NADPH consumption, diaphorase/resazurin fluorescence; Potency, µM (highest dose often 76.6 µM), for inactives: at the top dose activity change, negative = inhibition, actives largely listed as inhibitors; hit rate 0.093% among 390,000; AID 602179; further: potency means the concentration at half of the fitted maximal effect; on the % scale 0 is the no-effect control and ±100 the full control effect; nearly all actives have a fitted effect of over 65% in size
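IDH1-R132H (0.5 ug/mL) preincubated 30 min with compound, then NADPH (0.016 mM) and alpha-KG (2 mM) added; 80 min at RT, pH 7.5. Remaining NADPH coupled via diaphorase/resazurin to fluorescence (540/590 nm); concentration-response curves normalized to no-enzyme control.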
USP1 inh – blocks the human USP1/UAF1 deubiquitinase complex; AID 743255; recombinant USP1/UAF1, Ub-Rhodamine cleavage fluorescence; O94782; Potency, µM (doses to about 57.1 µM), for the others: at the top dose activity change, negative = inhibition, most hits filed as inhibitors; hit rate 0.23% among 390,000; further: potency means the concentration at half of the fitted maximal effect; on the % scale 0 is the no-effect control and ±100 the full control effect; nearly all actives have a fitted effect of over 60% in size; inactives centre near -12
Target sequence (O94782 whole entry, looked up): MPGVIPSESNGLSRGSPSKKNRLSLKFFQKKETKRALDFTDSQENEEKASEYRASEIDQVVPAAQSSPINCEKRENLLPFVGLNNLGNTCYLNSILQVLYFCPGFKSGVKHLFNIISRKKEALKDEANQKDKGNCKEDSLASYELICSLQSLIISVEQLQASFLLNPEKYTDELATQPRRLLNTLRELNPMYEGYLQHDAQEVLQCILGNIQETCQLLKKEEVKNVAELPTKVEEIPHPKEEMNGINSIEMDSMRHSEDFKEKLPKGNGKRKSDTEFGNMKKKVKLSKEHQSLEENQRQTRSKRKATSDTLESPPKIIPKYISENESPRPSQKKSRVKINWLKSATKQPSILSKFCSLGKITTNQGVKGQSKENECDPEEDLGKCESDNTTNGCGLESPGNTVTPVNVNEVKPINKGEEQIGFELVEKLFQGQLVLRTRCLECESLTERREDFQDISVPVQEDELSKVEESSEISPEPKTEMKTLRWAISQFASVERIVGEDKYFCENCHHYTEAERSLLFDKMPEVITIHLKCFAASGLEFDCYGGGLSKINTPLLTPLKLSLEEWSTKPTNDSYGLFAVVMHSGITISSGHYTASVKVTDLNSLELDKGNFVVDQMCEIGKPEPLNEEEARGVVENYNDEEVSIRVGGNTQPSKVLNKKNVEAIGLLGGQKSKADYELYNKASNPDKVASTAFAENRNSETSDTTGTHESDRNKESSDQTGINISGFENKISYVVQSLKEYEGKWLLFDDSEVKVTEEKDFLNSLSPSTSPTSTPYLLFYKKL
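USP1/UAF1 complex at 1 nM was preincubated with compound for 15 min at room temperature, then Ub-Rho substrate (150nM final) was added. Fluorescence (480/540 nm) was read kinetically, 6 reads every 60 seconds.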
TrxR1 substrate – rat thioredoxin reductase 1 substrate activity; hit rate 0.01% among 390,000; AID 588456; Potency, µM (top dose mostly 114 µM), for inactives: top-dose activity change, negative = substrate turnover; O89049; purified TrxR1 substrate turnover, NADPH consumption readout; further: potency means the concentration at half of the fitted maximal effect; on the % scale 0 is the no-effect control and ±100 the full control effect; nearly all actives have a fitted effect of over 50% in size
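Rat TrxR1, dispensed at 90 nM, was prereduced with 400 uM NADPH (final) for 5 min at ~22 deg C, then incubated with compound 15 min before 400 uM selenite. A first-read NADPH fluorescence drop versus no-compound background flagged substrates.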
The depositor's hits bear a star; ? = inconclusive; · = no result given; [ ] = another dose, or the depositor's remark. Unless noted, the call rests on the fitted dose curve; in most records, active means well fitted curve in the direction sought with a large enough effect; inconclusive means small, poorly fitted or top-dose-only effect, or another doubt; inactive means no such curve, though single readings can be large; an effect the other way counts as inactive or inconclusive.

smiles	PI4K2A block	Vif-APOBEC3F blk	Vif-APOBEC3G blk	LDHA inh	RXFP1 agonist	mIDH1 inhibitor	GRP78 ERSR act	USP1 inh	TrxR1 substrate
CCN(CC)C(=O)c1sc(NC(=O)C(C)C)c(C#N)c1C	-3	-10%	-7%	0	-0.9%	0%	-3%	-9%	-7%
CCCN(CCC(=O)Nc1ccccc1F)CC1CC1	7	0%	-5%	0	-0.3%	12%	-4%	1%	-2%
C[C@@H]1CCCCO[C@H](CN(C)C(=O)Nc2ccc3c(c2)OCO3)[C@@H](C)CN([C@H](C)CO)C(=O)c2cc(NS(=O)(=O)c3ccc(F)cc3)ccc2O1	2	-1%	-1%	1	·	11%	-1%	-16%	·
COc1ccccc1OC(=O)c1ccc(SC)cc1OC	2	-11%	-3%	0	-0.8%	6%	12%	-4%	-2%
Cc1cc(C(=O)CS(=O)(=O)c2ccccc2)cc(C)c1O	0	3%	-1%	1	-2.0%	11%	2%	3%	3%
CCOC(=O)C1(C)CCCCCN1C(=O)c1csnn1 (centres undefined)	-3	·	2%	-1	·	·	-1%	·	·
Cc1ccc2nc(N3CCN(S(=O)(=O)c4ccc(C)c(Cl)c4)CC3)c(C#N)cc2c1	11	-12%	0%	20	6.2%	4%	-3%	-26%	19%
COc1cc(NC(=O)c2cccs2)c(C(=O)OCC(=O)c2cc(C)n(-c3ccccc3)c2C)cc1OC	-3	-14%	0%	-4	1.6%	-3%	-14%	-15%	24%

(next part)
smiles	PI4K2A block	Vif-APOBEC3F blk	Vif-APOBEC3G blk	LDHA inh	RXFP1 agonist	mIDH1 inhibitor	GRP78 ERSR act	USP1 inh	TrxR1 substrate
N#Cc1ccc(S(=O)(=O)NC[C@H]2O[C@@H](n3ccc(N)nc3=O)[C@H](O)[C@@H]2O)cc1	1	7%	2%	-5	·	-1%	-3%	0%	·
Nn1c(SCC(=O)NCCC2=CCCCC2)nnc1-c1cccnc1	2	-4%	2%	-3	1.1%	-3%	-3%	0%	0%
COCCn1nnnc1C(c1ccccn1)N1CCN(c2cc(C)ccc2C)CC1 (centres undefined)	-3	2%	3%	-2	0.1%	4%	-2%	-8%	9%[57.1 µM]
Cc1cccc(N2C(=O)CSC2c2cccnc2)c1 (centres undefined)	-2	-3%	-4%	-2	1.5%	-4%	-3%	-13%	7%
CCOc1ccc(NC(=O)C2CC(C)=C(C)CC2C(=O)O)cc1 (centres undefined)	5	1%	0%	3	1.1%	2%	-1%	-9%	0%
Cc1occc1C(=O)NNC(=O)C(c1ccccc1)c1ccccc1	6	-12%	0%	-1	-0.2%	1%	-4%	1%	0%
C/C(=N\Nc1ccc([N+](=O)[O-])cc1)c1cccc(N)c1	-3	-15%	-9%	-7	-0.4%	34%[activator]	5%	-19%	-13%
O=C(c1ccc(NS(=O)(=O)/C=C/c2ccccc2)cc1)N1CCCCC1	1	9%	-4%	-7	0.9%	10%	-5%	-13%	-6%[57.1 µM]

(continued)
smiles	PI4K2A block	Vif-APOBEC3F blk	Vif-APOBEC3G blk	LDHA inh	RXFP1 agonist	mIDH1 inhibitor	GRP78 ERSR act	USP1 inh	TrxR1 substrate
CCOc1cc(C2C(C(=O)OC)=C(C)NC3=C2C(=O)c2ccccc23)cc(Br)c1OCC (centres undefined)	-3	-8%	?	3	0.3%	4%	-4%	-28%	-4%
NCCc1nnc(SCC(=O)c2ccc(Cl)cc2)o1	-2	-8%	0%	2	2.7%	3%	-3%	-1%	0%[57.1 µM]
CC1=CC(C)C2(COC(=O)Nc3ccccc3)COC(C)C1C2C (centres undefined)	-3	-5%	0%	-1	-1.7%	3%	-2%	-12%	-15%[57.1 µM]
CC12CCC(=O)N1C(C(=O)OCC(=O)Nc1cc(S(=O)(=O)N3CCCCC3)ccc1Cl)CS2 (centres undefined)	-1	-1%	0%	-7	-4.2%	2%	-3%	-19%	-4%
O=C(COC(=O)c1ccco1)Nc1ccc2c(c1)OCO2	-2	-3%	1%	0	0.9%	1%	6%	-1%	-9%
Cn1c2ccc(F)cc2c2nnc(SCCN3CCOCC3)nc21	1	0%	-8%	-1	14%	-6%	5%	-25%	-5%
O=C(O)c1ccccc1NS(=O)(=O)c1cccc2nsnc12	1	-1%	-5%	-1	0.3%	-2%	-5%	-9%	-6%
O=C(Nc1ccc(NC(=O)c2cc3ccccc3o2)cc1)c1ccc2c(c1)OCCO2	-4	-15%	1%	-8	1.7%	4%	-8%	-11%	11%

Further results:
smiles	PI4K2A block	Vif-APOBEC3F blk	Vif-APOBEC3G blk	LDHA inh	RXFP1 agonist	mIDH1 inhibitor	GRP78 ERSR act	USP1 inh	TrxR1 substrate
Cc1nnc2sc(SCc3ccccc3Cl)nn2c1=O	-1	-2%	1%	-6	14%	-2%	-2%	-3%	11%[57.1 µM]
COc1ccc(CNCC(O)COc2ccc(C(C)(C)c3ccccc3)cc2)cc1 (centres undefined)	-1	-3%	-7%	-6	-0.3%	0%	-2%	-8%	8%[57.1 µM]
Cc1nnsc1C(=O)Nc1ccccc1	-12	2%	2%	-1	-0.6%	1%	-3%	0%	-7%
Cc1cccc(-n2ccnc2SCC(=O)Nc2cccc3ccccc23)c1C	1	-2%	-2%	0	-0.3%	1%	-3%	-15%	-1%[57.1 µM]
O=C(/C=C/c1cccs1)N1CCC2(CC1)Oc1ccc(Cl)cc1C(=O)C21CC(c2ccccc2)=NO1 (centres undefined)	48	-2%	-11%	-1	-0.4%	0%	-4%	-31%	7%[57.1 µM]
COc1ccc(/C=N/Nc2nonc2N)c(OC)c1	-2	4%	-20%	-3	-0.3%	14%	5%	-13%	-2%
Cc1ccc(/C=C2/C(=O)N(c3ccccc3)C(=S)N2C)o1	4	-2%	2%	16	1.8%	2%	0%	-8%	-12%
Cc1c(C(Nc2ccccn2)c2ccccc2)c(=O)n(-c2ccccc2)n1C (centres undefined)	18	9%	0%	-8	-0.9%	0%	-4%	-10%	8%[57.1 µM]

More entries follow:
smiles	PI4K2A block	Vif-APOBEC3F blk	Vif-APOBEC3G blk	LDHA inh	RXFP1 agonist	mIDH1 inhibitor	GRP78 ERSR act	USP1 inh	TrxR1 substrate
Cc1nc2sc(C(c3cccc(F)c3)N3CCOCC3)c(O)n2n1 (centres undefined)	37	0%	0%	-4	0.3%	-2%	-3%	3%	-3%
Cc1[nH]c2ccccc2c1/C=C(\C#N)C(=O)NC1CC1	0	2%	0%	-8	3.8%	20%	3%	-9%	0%
COc1ccc(CCC(=O)NNC(=O)c2ccc(OC)cc2)cc1	3	-5%	3%	1	-2.8%	10%	-1%	-18%	10%
COC(=O)c1cc(C)sc1NC(=O)C1CC(=O)NN1Cc1ccccc1 (centres undefined)	4	0%	-5%	1	-0.9%	-6%	-2%	-12%	-4%
Cc1cc(C)nc(SCC(=O)N2CCc3ccccc32)n1	-2	-5%	-1%	0	·	0%	7%	-19%	5%
OCCN(CCO)Cc1ccc(Br)cc1	5	3%	-3%	-12	-0.2%	2%	-3%	-12%	-1%
Cn1c(CN2CCOCC2)nnc1SCC(=O)Nc1nccs1	2	1%	0%	-4	1.9%	4%	0%	-1%	7%
O=C(CCc1c[nH]c2ccccc12)Nc1ccc(S(=O)(=O)Nc2ncccn2)cc1	0	-16%	-3%	-4	1.4%	8%	-3%	-16%	12%[57.1 µM]

Continued.
smiles	PI4K2A block	Vif-APOBEC3F blk	Vif-APOBEC3G blk	LDHA inh	RXFP1 agonist	mIDH1 inhibitor	GRP78 ERSR act	USP1 inh	TrxR1 substrate
Cc1ccc(-c2nnc(Nc3ccc(OC(F)(F)Cl)cc3)c3ccccc23)cc1S(=O)(=O)NC(C)(C)CO	6	4%	-6%	-1	2.1%	0%	0%	-33%	9%
NS(=O)(=O)c1ccc(NC(=O)C2Cc3ccccc3C(=O)O2)cc1 (centres undefined)	-2	-2%	-5%	-13	20%	1%	1%	3%	-1%
Nc1ccc(S(=O)(=O)NCC2CCCCO2)cc1 (centres undefined)	-1	-4%	1%	-18	·	2%	-2%	-2%	9%[57.1 µM]
CCC[C@H]1CN(c2ccc(OC)cc2)C(=O)[C@@H]1CC(=O)NC	-2	3%	1%	-13	·	-11%	-2%	-4%	·
CC1CCN(CC(=O)Nc2cccc([N+](=O)[O-])c2)CC1	-3	6%	1%	7	0.5%	5%	-6%	-12%	-8%
O=C(Nc1ccccc1)ON=C1c2ccccc2-c2ccccc21	0	2%	1%	-2	-1.0%	3%	11%	-18%	-12%
COc1ccc(-n2c(-c3ccc(Cl)cc3)c[n+]3c2CCCCC3)cc1	-5	1%	0%	-1	0.2%	4%	-5%	-21%	-16%
COc1ccccc1C(=O)Nc1ccc(C(=O)OCc2cc(=O)n3ccsc3n2)cc1	0	0%	-2%	-1	11%	-7%	-3%	-22%	-3%[57.1 µM]
CCOC(=O)N1CCc2c(sc3nc(SC(C)C)n(N)c(=O)c23)C1	-1	-14%	-1%	-4	1.1%	0%	-4%	-20%	12%[57.1 µM]
Cc1cc(C(=O)NNC(=O)CCC2CCCCC2)c(C)o1	2	-4%	-1%	-1	0.3%	-3%	-1%	-24%	2%

Some of the compounds tested (hit frequency here may not be typical).
